Screens deposited in PubChem BioAssay by National Center for Advancing Translational Sciences (NCATS).
ERK EGF block: qHTS Assay for Inhibitors of the ERK Signaling Pathway using a Homogeneous Screening Assay; Stimulation with EGF | HEK293-V1b, EGF-stimulated phospho-ERK AlphaScreen | Potency, µM (doses to about 11.5 µM), for the others: at the highest dose activity change, negative = inhibition, usual class: inhibitors | 130,000 tested, 0.41% active | AID 1454, 2008; active means well fitted inhibition curve with a large enough effect; inconclusive means small, poorly fitted or top-dose-only effect, or effect the other way;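 further: plate controls were stimulated vehicle wells for no effect and unstimulated vehicle basal for full effect; nearly all actives have a fitted effect of over 55% in size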
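V1b-HEK293, 1% FBS o/n; cpd 30 min 37C; EGF 25 nM final, 5 min; lyse 10 min; AlphaScreen beads 5 h RT. Normalized DMSO basal vs EGF max; Hill AC50.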
Numbers without * were called inactive; u = inconclusive; & = joins results of further samples; [ ] = dose if it differs, or a comment. Potency means the concentration at half of the fitted maximal effect.

smiles,ERK EGF block
Cc1cc(N2CCN(C)CC2)nc2ccc(NC(=S)N3CCN(c4ccc(F)cc4)CC3)cc12,-1.1%
O=C1CC(NCC2CCCO2)C(=O)N1c1ccc(Cl)cc1 (stereo unspecified),2.5%
C=CC(=O)NC(C)(C)CCN1CCOCC1,-0.2%
N/C(=N\OC(=O)COc1ccc2ccccc2c1)c1ccncc1,-9.4%
COc1cc([N+](=O)[O-])ccc1NC(=O)CSc1nccn1C,-9.5%
O=c1c(Cl)c2oc3ccccc3nc-2c2ccccc12,0.8%
Cc1nccc(-c2cccc(NC(=O)Nc3ccc(Cl)cc3)c2)n1,1.1%[57.5 µM]
O=c1c2ccccc2nc2n1-c1ccccc1CCC2,-9.7%[57.5 µM]
CCc1ccc(N=c2c([N+](=O)[O-])nn(-c3ccc4c(c3)OCCO4)n2O)cc1,28.2µM*
CCOC(=O)c1cc(CC)sc1NC(=O)COC(=O)c1cc[n+]([O-])cc1,-10.9%
O=C(Nc1ccc(-c2nc3ccccc3s2)c(OC(=O)c2ccccc2)c1)c1ccccc1,6.8%
O=C(CN1C(=O)C2CC=CCC2C1=O)OCc1cc(=O)n2cc(Br)ccc2n1 (stereo unspecified),-0.1%
C[C@]12CC[C@@H]3c4ccc(O[C@@H]5O[C@H](C(=O)O)[C@@H](O)[C@H](O)[C@H]5O)cc4CC[C@H]3[C@@H]1C[C@@H](O)[C@@H]2O,-11.7%[57.5 µM]
COc1ccc(/C=N/n2cnc3c([nH]c4ccc(F)cc43)c2=O)cc1CN1CCCC1,4.0%[57.5 µM]
CCn1ncc(Br)c1C(=O)Nc1cc([N+](=O)[O-])ccc1C,5.2%
CC(C)(CO)NCC(O)COc1ccc2c(c1)CCC2 (stereo unspecified),-3.7%
CSc1nc(N(C)C)nc(N2CC(=O)N(CCNS(=O)(=O)c3ccc(C)cc3)C2=N)n1,-11.8%
CC(C)S(=O)(=O)N1CCCC(C(=O)c2cccc(Cl)c2)C1 (stereo unspecified),-9.8%
Cc1cc(-c2onc(C)c2C(=O)Oc2ccc(Cl)cc2)no1,-1.1%[57.5 µM]
O=C(N/N=C/c1ccco1)c1cc(C2CC2)nc2ccccc12,-1.4%
Cc1ccc(C)c(SCC(=O)OCC(=O)NCc2ccccc2)c1,1.1%
COc1ccccc1NC(=O)C(C/C=C(/C)Cl)C(C)=O (stereo unspecified),2.6%
Nc1nnc(SCc2ccccc2F)s1,0.1%[57.5 µM]
CN1CCc2c(sc(/N=C/c3cc(C(C)(C)C)ccc3O)c2C#N)C1,-12.2%[57.5 µM]
O=C(COC(=O)Cn1cnc2ccccc2c1=O)NCCC1=CCCCC1,-3.9%
CCOc1ccc(C(C)NC(=O)c2ccccc2F)cc1 (stereo unspecified),-3.0%
CC(C)Sc1nc2[nH]ncc2c(=O)[nH]1,12.4%
Cc1ccc2c(Cl)c(C(=O)NCCc3ccccc3)sc2c1,6.9%
O=C1NC2(CCCCC2)C(=O)N1Cc1cccc(C(F)(F)F)c1,2.7%
Cc1ccc(CC2CC(=O)N(c3cc(Cl)ccn3)C2=O)cc1 (stereo unspecified),7.1%[57.5 µM]
CCOC(=O)c1[nH]c(C)c(C(=O)OCC(=O)Nc2sc3c(c2C#N)CCCCC3)c1C,-2.3%
CC(C)c1ccc(C(=O)NN2C(=O)C3CCCCC3C2=O)cc1 (stereo unspecified),9.3%
CCOC(=O)N1CCC(NCc2c(C(=O)N(C)Cc3ccccc3)nc3ccccn23)CC1,-24.6%
CSc1nc(-c2ccccc2)c2cc(Cl)ccc2n1,7.3%
CC(=O)c1c(C)[nH]c(C(=O)CSc2ccc(F)cc2)c1C,-7.2%[57.5 µM]
CCCCNC1=CC(=O)C(=O)c2ccccc21,8.1%
Cc1cc(NC(=O)Nc2ccc(C)c(C)c2)no1,18.4%
CCN(CC)S(=O)(=O)c1ccc(NC(=S)NC(=O)C(C)C)cc1,7.6%
CCc1[nH]c(=O)[nH]c1C(C)S(=O)(=O)c1ccc(C)cc1 (stereo unspecified),-8.5%
CCOc1ccccc1NC(=O)CC(O)(C(F)(F)F)C(F)(F)F,10.6%
COc1ccc(NC(C)=O)cc1NC(=O)c1ccc2ccccc2c1,1.9%
Cc1cccc(N2CCN(C(=S)Nc3ccc4nc(N5CCN(C)CC5)cc(C)c4c3)CC2)c1C,5.7%
CCCS(=O)(=O)c1ccc(COC(=O)c2cccc(NC(=O)C(C)C)c2)cc1,u
COc1cccc(C2c3[nH]c4ccccc4c3CCN2Cc2cnc(C)s2)c1OC (stereo unspecified),-3.3%
Cc1c(N/N=C(\C#N)C(=O)c2ccc(Cl)cc2)c(=O)n(-c2ccccc2)n1C,10.7%
CC(C)(C)c1ccc(S(=O)(=O)N(CCCN2CCOCC2)Cc2cccs2)cc1,-0.8%
CNC(=S)N/N=C/c1ccc(N(C)C)cc1,u
C/C(N)=C(/C#N)C(=O)COC(=O)c1ccccc1C(=O)c1ccc(C)cc1,-6.9%
CC(C)Oc1cccc(C(=O)NC(=S)Nc2ccccc2)c1,5.6%
COc1ccc2c(C(F)(F)F)cc(=O)oc2c1C,4.3%

Further entries.
smiles,ERK EGF block
COc1ccc(C2(CNC(=O)c3cccc([N+](=O)[O-])c3)CCCCC2)cc1OC,-2.8%
CC1=C(C(=O)OCCNC(=O)c2cccnc2)C(c2cccc([N+](=O)[O-])c2)C(C(=O)OCCN(C)C)=C(C)N1 (stereo unspecified),3.6%
CCN(CC)C(=O)Cn1cc(C(=O)C(=O)NCCc2ccc(S(N)(=O)=O)cc2)c2ccccc21,0.1%
CC(=O)C1=C(O)C(=O)N(CCc2c[nH]c3ccccc23)C1c1ccc(C)cc1 (stereo unspecified),-4.2%
CCC1=NN(C(=O)c2ccc(Br)cc2)C(O)(c2ccccc2)C1 (stereo unspecified),-1.9%
Cc1nc(NCc2ccccc2)c2nc(-c3ccccc3)n(CCN3CCCCC3)c2n1,-4.4%
CCC(C)c1ccccc1NC(=O)COC(=O)CCc1cc(OC)c(OC)c(OC)c1 (stereo unspecified),4.3%
COC(=O)CSc1nc(C)c(C)c(C)c1C(N)=O,-17.6%
CSCCC(NC(=O)c1ccc(C(C)(C)C)cc1)C(=O)O (stereo unspecified),-0.1%
CN(C)c1ccc(C(=O)c2ccc(O)cc2O)cc1,-1.2%
CCOC(=O)/C(=C/C=C1\Sc2ccccc2N1CC)C(C)=O,4.9%
CCN1c2ccc(S(=O)(=O)N3CCOCC3)cc2N(Cc2ccc(OC)cc2)C1C (stereo unspecified),-4.5%
Cc1ccc(S(=O)(=O)N2CCC(=O)N(CCOCc3ccc(C(F)(F)F)cc3)CC2)cc1,-11.3%
Cc1ccc(NC(=O)COC(=O)/C=C/c2ccc(Br)o2)cc1S(=O)(=O)N(C)C,1.9%
COC(=O)C1=C(C)NC(=O)NC1c1ccc([N+](=O)[O-])o1 (stereo unspecified),-2.8%
COc1ccc(-c2nnc(SCc3ccc(C(=O)O)cc3)n2N)cc1,6.3%[57.5 µM]
O=C(OCc1nnc(-c2ccccc2)o1)c1ccccc1,-1.8%
COc1ccc(Oc2cc(Cl)nc(N)n2)cc1,0.0%
c1ccc(-c2nnc3n2-c2ccccc2SC3)cc1,-2.2%[57.5 µM]
Cc1c(N/C(=N/S(=O)(=O)c2ccccc2)c2ccc(Cl)cc2)c(=O)n(-c2ccccc2)n1C,-1.9%
O=Cc1ccc(Oc2ccc(F)cc2)nc1,-2.7%
O=C(CN1C(=O)CSC1=O)N1CCCCC1,-8.2%
CS(=O)(=O)N1CCN(c2ccc(NC(=O)c3ccccc3)cc2)CC1,-4.0%
CC(=O)Nc1ccccc1N(CC(O)Cn1c2ccccc2c2ccccc21)S(=O)(=O)c1ccc(C)cc1 (stereo unspecified),4.5%
Cc1cc(NC(=O)C(=O)c2cn(C)c3ccccc23)no1,-1.7%
O=C(CSC1CC(=O)N(c2ccc(C(=O)O)cc2)C1=O)Nc1ccc2ccccc2c1 (stereo unspecified),1.7%
CCNC(=O)C12CCC(C)(c3nc4cc(C)c(C)cc4nc31)C2(C)C (stereo unspecified),-2.3%
CCOC(=O)CCCNC(=O)CCNC(=O)c1ccc(OCC(C)C)cc1,0.8%[57.5 µM]
Cn1cccc1CC(=O)N/N=C/c1cc([N+](=O)[O-])ccc1Cl,-1.3%
COc1ccc(N2C(=O)C(CC(=O)Nc3ccccc3)N(CCc3ccc(OC)c(OC)c3)C2=O)cc1 (stereo unspecified),-5.2%
O=C(O)c1ccc(CNCc2ccccc2F)cc1,-12.9%
Cc1onc(-c2ccccc2)c1NC(=O)Nc1c(-c2ccccc2)noc1C,-3.3%
COc1ccc(/C=N/NC(=O)c2nc(-c3ccccc3)cc(-c3ccccc3)n2)cc1O,-3.8%
Cn1c(=O)c2c(ncn2CCc2ccccc2)n(C)c1=O,-4.5%
Cc1ccc(/C(O)=C2/C(=O)C(=O)N(CCN3CCOCC3)C2c2cccnc2)cc1 (stereo unspecified),-3.5%
O=C(CCNC(=O)OCc1ccccc1)NC1CCCCCC1,1.0%
COc1ccc(N2CCc3c(C)nc(SC)nc32)cc1,-1.3%
N#C[C@@H]1[C@@H]2C(=O)N(c3ccc4c(c3)OCCO4)C(=O)[C@@H]2C2c3ccccc3C=CN21 (stereo partly specified),5.4%
CC(C)C[C@@H](CC(=O)N[C@@H](CCC(=O)O)CC(=O)O)NC(=O)[C@@H]1CCCC[C@H]1NC(=O)C[C@@H](NC(=O)C[C@H](CO)NC(=O)[C@@H]1CCCC[C@H]1N)C(C)C,-11.8%
C[C@@H](C(=O)NCCc1c[nH]c2ccccc12)[C@H]1C[C@]1(C)[C@H](NC(=O)OCc1ccccc1)c1ccccc1,7.9%&-14.2%
CCOC(=O)/C(C#N)=N/Nc1ccccc1C(=O)O,6.6%[57.5 µM]
COCCCNC(=S)NNC(=O)C(O)(c1ccccc1)c1ccccc1,-3.1%
CC(C)NC[C@H]1CCc2cc(CO)c([N+](=O)[O-])cc2N1,-3.3%[25.7 µM]
COc1ccc(-c2nnc(SCC(=O)NNC(=O)Cc3ccccc3)n2C)cc1OC,4.5%
COc1ccccc1NC(=O)CN(Cc1ccco1)C(=O)c1cc2ccccc2o1,-7.0%
Cc1cc(NC(=O)C2CCCCC2)ccc1NC(=O)c1ccccc1Cl,6.5%
O=[N+]([O-])c1ccc2c(c1)nc1n2CCN(C2CCCCC2)C1,-1.7%
O=c1c(N2CCOCC2)coc2ccccc12,14.9%[57.5 µM]
CCOC(=O)Cc1nnc(NC(=O)C2CCCCC2)s1,10.3%
COC(=O)c1ccc(-c2ccc(/C=N/NC(=O)CC3(C)OCCCO3)o2)cc1,4.6%

(further entries)
smiles,ERK EGF block
Cc1cc(C)n2nc(C(=O)Nc3c(C)nn(Cc4ccc(F)cc4)c3C)cc2n1,3.8%
O=C1NC(c2ccccc2Br)=N/C1=C\c1ccco1,-0.2%[57.5 µM]
Cc1c(Cl)cccc1NC(=S)NCc1ccccc1Cl,-1.6%
CC(C)(C)NC(=S)NNC(=O)c1cccc(Br)c1,9.0%
N/C(=N\OC(=O)c1ccc(Cl)cc1[N+](=O)[O-])c1cccnc1,-4.5%[57.5 µM]
COC(=O)C1=C(NC(=O)COc2ccc(Cl)cc2Cl)CCS1,-0.4%
O=C(CSc1nc2ccccc2[nH]1)Nc1nc(-c2cccc(Br)c2)cs1,-2.2%
COc1ccc(-n2nc([N+](=O)[O-])c(=NCc3ccco3)n2O)cc1,u
O=C(NCc1ccco1)C1CCCCC1,-9.9%
C/C(=N\N)c1c(-c2ccccc2)c2cc(C)ccc2[nH]c1=O,-12.4%[57.5 µM]

Brought forward from above: 3 compounds; new compounds follow.
smiles,ERK EGF block
COc1ccc(-n2nc([N+](=O)[O-])c(=NCc3ccco3)n2O)cc1,u
O=C(NCc1ccco1)C1CCCCC1,-9.9%
C/C(=N\N)c1c(-c2ccccc2)c2cc(C)ccc2[nH]c1=O,-12.4%[57.5 µM]
Cc1cc(C)cc(OCCNS(=O)(=O)c2cccs2)c1,3.4%[57.5 µM]
COc1cc(CN2CCNC(=O)C2CC(=O)N(C)Cc2ncc[nH]2)cc(OC)c1 (stereo unspecified),-7.8%
O=[N+]([O-])c1cccc(/C=N/Nc2nc(C(Cl)(Cl)Cl)nc3ccccc23)c1,u
COc1ccc(C(=O)Nc2cccc(S(C)(=O)=O)c2)cc1,-1.1%
Cc1ccccc1OCc1nc(-c2cccnc2)no1,-6.2%
CCCCC(CC)CNC(=O)C1CC=CCC1C(=O)O (stereo unspecified),-1.1%
Cc1ccccc1N1C(=O)CC(Nc2ccc3c(c2)OCO3)C1=O (stereo unspecified),1.1%
COc1ccc(C)cc1N1C(=N)/C(=C2/Nc3ccccc3S2)C(c2ccccc2)C1=O (stereo unspecified),20µM*
COc1ccc(-c2cnnn2-c2ccc(NC(=O)c3ccc(S(=O)(=O)N4CCCCC4)cc3)cc2)cc1,-4.0%
COc1ccc(C(C(=O)Nc2ccc3c(c2)OCO3)N(C)C(=O)Cc2c[nH]c3ccccc23)cc1 (stereo unspecified),14.0%
Cc1ccc(C(=O)NCCSC(C)(C)C)cc1[N+](=O)[O-],-1.3%

These rows are one share of the data; rates above refer to the full screens.
